# From PubChem
# Rv3671c protease – Rv3671c serine protease inhibitors, primary screen, biochemical, fluorescence polarization, M. tuberculosis H37Rv; P9WHR9; inhibition, % at 5.96 µM; 320,000 tested, 0.048% active; in the data active = inhibition above about 38%;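 also: extracellular domain of Rv3671c used as enzyme; 0% = enzyme with DMSO and 100% = no enzyme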
# Mtb BioA inh – M. tuberculosis BioA enzyme inhibitors, primary screen, biochemical, plate reader, single point, HTS; AID 602481, 2012; purified M. tuberculosis BioA enzyme; inhibition, % at 9.99 µM; 7,8-diaminopelargonic acid synthase BioA (Mycobacterium tuberculosis); 360,000 tested, 0.096% active; in the data active = inhibition above about 40%; inconclusive = no clear call, values can overlap the other calls
# UGM FP inh – M. tuberculosis UGM enzyme inhibitors, primary screen, biochemical, fluorescence polarization, single point; UDP-galactopyranose mutase (Mycobacterium tuberculosis (strain ATCC 25618 / H37Rv)), …; purified UGM, fluorescence polarization probe displacement; inhibition, % at 10 µM; 320,000 tested, 0.06% active; in the data active = inhibition above about 10%, passing the limit was not always enough; inconclusive = no clear call, values can overlap the other calls
# Target sequence (P9WIQ1 whole entry, looked up): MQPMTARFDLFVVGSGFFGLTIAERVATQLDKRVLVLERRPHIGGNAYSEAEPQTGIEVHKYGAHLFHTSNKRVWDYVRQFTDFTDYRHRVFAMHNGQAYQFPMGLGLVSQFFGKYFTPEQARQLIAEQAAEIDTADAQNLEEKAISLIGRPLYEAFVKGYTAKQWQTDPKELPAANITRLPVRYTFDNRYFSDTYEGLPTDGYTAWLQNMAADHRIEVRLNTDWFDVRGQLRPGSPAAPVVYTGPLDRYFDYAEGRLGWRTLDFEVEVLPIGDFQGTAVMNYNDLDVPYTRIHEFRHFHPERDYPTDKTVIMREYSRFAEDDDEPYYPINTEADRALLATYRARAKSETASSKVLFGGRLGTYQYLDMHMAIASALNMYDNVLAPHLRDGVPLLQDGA
# MazEF act – activators of E. coli MazEF toxin-antitoxin RNase, primary screen, biochemical, fluorescence, uHTS; FAM/BHQ RNA-DNA oligo cleavage fluorescence, 5 h; 350,000 tested, 0.32% active; AID 504720, 2011; activation, % at 20 µM; Endoribonuclease toxin MazF (Escherichia coli (strain K12)), P0AE70; in the data active = activation above about 50%
# Target sequence (P0AE70 whole entry, looked up): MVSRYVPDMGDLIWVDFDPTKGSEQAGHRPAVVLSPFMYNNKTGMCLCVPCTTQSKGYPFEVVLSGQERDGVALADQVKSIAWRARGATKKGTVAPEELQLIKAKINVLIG
# GDH-TPI counter – GDH-TPI coupling enzyme inhibitors, primary screen, artefact control for M. tuberculosis FBA inhibitor project, biochemical, absorbance, full deck. inhibition, % at 4.8 µM. GDH-TPI coupled enzyme counterscreen, NADH absorbance. 360,000 tested, 1.2% active;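 also: 0% = DMSO wells and 100% = wells lacking the enzyme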
# FadD28 FP inh – inhibitors of FadD28 bisubstrate probe binding, primary screen, biochemical, fluorescence polarization, single point. inhibition, % at 12.5 µM. 360,000 tested, 0.22% active; in the data active = inhibition above about 8.5%, passing the limit was not always enough; inconclusive = no clear call, values can overlap the other calls
# CCHF vOTU inh – CCHFV vOTU protease inhibitors, primary screen, biochemical, Pep-AMC substrate, fluorescence. Crimean-Congo hemorrhagic fever virus L polyprotein viral ovarian tumor (vOTU) protease …. inhibition, % at 11.5 µM. 370,000 tested, 0.55% active. AID 651958, 2012; also: 0% = vehicle wells with enzyme and 100% = no enzyme wells
# VHR inh abs – VHR1 phosphatase inhibitors, primary screen, biochemical, absorbance, uHTS. Dual specificity protein phosphatase 3 (Homo sapiens), P51452. recombinant VHR phosphatase, pNPP absorbance. inhibition, % at 13.3 µM. 290,000 tested, 0.52% active. AID 1654, 2009; in the data active = inhibition above about 50%; also: some compounds called inactive have numbers as strong as hits
# Target sequence (P51452 whole entry, looked up): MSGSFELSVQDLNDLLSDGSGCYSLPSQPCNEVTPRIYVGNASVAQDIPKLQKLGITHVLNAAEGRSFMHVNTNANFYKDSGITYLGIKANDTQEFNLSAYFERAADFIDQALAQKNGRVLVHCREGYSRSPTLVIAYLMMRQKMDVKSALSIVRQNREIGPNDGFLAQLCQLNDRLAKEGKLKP
# BoNT F protease – BoNT/F light chain protease inhibitors, primary screen, biochemical, flow cytometry, MLPCN library. Multiplex microsphere protease cleavage assay. inhibition, % at 10 µM. 360,000 tested, 0.22% active. AID 588497, 2011; in the data active = inhibition above about 35%, passing the limit was not always enough; inconclusive = no clear call, values can overlap the other calls; also: plate controls were buffer without enzyme for full effect and enzyme alone for no effect
# FBA Mtb inh – Mtb FBA enzyme inhibitors, primary screen, biochemical, fluorescence, strain H37Rv; 360,000 tested, 2.3% active; inhibition, % at 1 µM; purified M. tuberculosis FBA, fluorescence read-out; Fructose-bisphosphate aldolase (Mycobacterium tuberculosis (strain ATCC 25618 / H37Rv)), …; AID 588726, 2011; in the data active = inhibition above about 27%;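 also: 0% = vehicle and 100% = reference inhibitor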
# Target sequence (P9WQA3 whole entry, looked up): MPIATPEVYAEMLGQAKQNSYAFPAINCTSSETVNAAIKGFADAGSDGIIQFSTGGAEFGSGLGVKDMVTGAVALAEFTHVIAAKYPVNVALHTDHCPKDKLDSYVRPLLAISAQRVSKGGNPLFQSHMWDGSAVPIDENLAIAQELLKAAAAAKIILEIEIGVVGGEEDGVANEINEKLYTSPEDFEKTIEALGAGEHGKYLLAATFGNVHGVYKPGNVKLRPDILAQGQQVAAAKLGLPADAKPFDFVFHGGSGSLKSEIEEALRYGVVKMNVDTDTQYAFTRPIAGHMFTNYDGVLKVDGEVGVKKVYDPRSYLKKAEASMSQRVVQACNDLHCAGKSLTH
# * = called active by the depositor; ? = inconclusive; . = not tested or not shown; & = joins results of further samples. Rule as the data show it, unless noted: active = inhibition above about 30%; inactive = the rest.
entry	compound	Rv3671c protease	Mtb BioA inh	UGM FP inh	MazEF act	GDH-TPI counter
1	O=C(Cn1nnc2c(cnn2-c2ccc(F)cc2)c1=O)OC1CCCCC1	5	1.6	2.6	-4	7
2	COc1ccc(OC)c(NC(=O)c2nnn(Cc3ccc(Br)cc3F)c2N)c1	-5	-1.9	0.3	3	8
3	COc1ccc(Oc2nc(Oc3ccc(OC)cc3)nc(Oc3ccc(OC)cc3)n2)cc1	1	0.5	-3.7	-29	6
4	COc1ccc(CCC(=O)NC2CCCCC2)cc1	3	-2.1	-0.4	-4	0
5	Cc1nc2ccccc2c(=O)n1NC(=O)C1CC1	4	-1.4	-1.3	-2	-1
6	COc1ccc(-n2nc(C(=O)NCc3ccco3)c3c4ccccc4n(C)c3c2=O)cc1Cl	-4	.	3.0	-3	6
7	CCc1cccc(CC)c1NC(=S)NCCc1c(C)[nH]c2ccccc12	-5	-0.7	3.2	4	11
8	COC(=O)[C@]1(Cc2ccccc2)N[C@H](CN(C)C(=O)c2ccc(F)cc2)[C@@H]2C(=O)N(C)C(=O)[C@@H]21	1	-0.7	.	-6	2
9	Cc1cc(-c2csc(NC(=O)c3cccc(S(=O)(=O)N(C)C)c3)n2)c(C)n1-c1ccccc1	-11	.	-0.1	-26	13
10	COc1cc(C(=O)Nc2ccccc2N2CCCCC2)cc(OC)c1OC	-13	0.9	0.2	12	7
11	CC(C)[C@@H](C(=O)NCC1CCC(C(=O)O)CC1)n1nnc2ccccc2c1=O (stereo partly drawn)	-1	1.0	-1.0	-1	10
12	C#CCOCCOCCOCCNc1nc(N2CCN(C(=O)[C@H](CC(N)=O)n3cc([C@@H](N)C(C)C)nn3)CC2)nc(N2CCN(C(=O)[C@H](CC(N)=O)n3cc([C@@H](N)C(C)C)nn3)CC2)n1	2	0.6	-0.7	9	-4
13	CCOc1ccccc1C(=O)Nc1cccc(-c2nnc(-c3ccccc3)o2)c1	3	3.0	-1.6	-7	-4
14	Cc1c(NC(=O)c2cccnc2Cl)c(=O)n(-c2ccccc2)n1C	-3	1.0	-1.2	0	4
15	C/C=C/c1ccc(OCCn2cncn2)c(OC)c1	0	-0.7	2.1	7	-1

entry	FadD28 FP inh	CCHF vOTU inh	VHR inh abs	BoNT F protease	FBA Mtb inh
1	0.1	12	-10	-14	0
2	-1.5	8	32	-4	2
3	-0.4	1	2	0	5
4	-3.8	-6	10	1	0
5	0.2	-16	1	-3	-1
6	0.7	-4	17	-3	2
7	-0.8	-1	-11	-3	3
8	0.2	4	.	-4	1
9	-3.8	12	1	0	-4
10	0.2	5	26	-15	2
11	1.8	-6	30	-2	3
12	0.6	-6	.	-7	1
13	-1.0	-6	21	9	1
14	1.0	.	0	-3	-1
15	-2.9	5	-18	-16	3

# The listing continues:
entry	compound	Rv3671c protease	Mtb BioA inh	UGM FP inh	MazEF act	GDH-TPI counter
16	C=CCn1c(=N)n(CC(O)c2ccco2)c2ccccc21 (stereo not drawn)	1	-4.3	0.1	-2	9
17	CCOc1ccc(NS(=O)(=O)c2ccc(C(=O)NCC(c3ccco3)N3CCCCC3)cc2)cc1 (stereo not drawn)	.	.	.	5	4
18	c1ccc(Cn2ccnc2)cc1	-1	-0.2	-1.9	7	-1
19	O=C(Nc1cc(C(F)(F)F)ccc1F)C1CCCC1	-3	-0.2	2.6	-2	0
20	CCCn1nnnc1COc1ccc(C(N)=O)cc1	-1	3.0	-0.1	-1	-1
21	COC(=O)N/N=C/c1ccc(OC(=O)c2ccco2)c(OC)c1	3	7.4	4.6	3	-2
22	O=C(Nc1ccc(Cl)cc1)c1cccc(OC(=S)N2CCOCC2)c1	.	1.5	-0.5	2	-6
23	CCCCOc1cccc(C(=O)N(Cc2ccccc2)C2CCS(=O)(=O)C2)c1 (stereo not drawn)	4	4.0	-0.5	-2	-2
24	C[C@H](CO)N1C[C@H](C)[C@@H](CN(C)C(=O)Nc2cccc3ccccc23)OCCCC[C@H](C)Oc2ccc(NS(=O)(=O)c3cn(C)cn3)cc2C1=O	.	-1.2&-1.3	.	.	.
25	CC(C)(C)c1ccc(C(=O)Nc2cccc(S(=O)(=O)NC3=NCCC3)c2)cc1	0	0.8	-1.8	-1	0
26	Cc1ccc(NS(=O)(=O)c2cc(C(=O)NCc3ccccn3)ccc2Cl)cc1	-3	0.7	-1.1	-2	-6
27	O=C1N[C@@H](Cc2c[nH]c3ccccc23)COC(=O)[C@@H](Cc2ccc(F)cc2)CC/C=C/C[C@@H]1CC(=O)N(CCO)Cc1ccccc1	-37	0.0	.	-20	1
28	Fc1ccc(Nc2cccc3nccnc23)cc1	8	-0.6	-0.1	5	12
29	CC(=O)N/N=C\c1cccc(OC/C=C/c2ccccc2)c1	.	1.3	-1.9	2	1
30	CCc1cccc(C)c1NC(=O)CSc1nnc(Cc2csc(C)n2)o1	-10	3.7	4.6	1	11

entry	FadD28 FP inh	CCHF vOTU inh	VHR inh abs	BoNT F protease	FBA Mtb inh
16	1.1	2	30	5	0
17	-4.5	1	.	-9	0
18	0.5	-4	-11	4	2
19	0.8	0	29	6	2
20	-0.4	5	13	13	5
21	-0.5	1	20	.	-1
22	-1.4	3	7	-4	-2
23	-1.5	-12	26	-1	3
24	-1.6	-1	.	-2	16
25	-0.6	13	.	-5	-2
26	-4.5	0	34	-9	-2
27	-2.6	11	.	-4	-3
28	-0.1	-4	-14	-8	-3
29	1.7	6	7	.	4
30	-0.9	-1	.	0	8

# Next part.
entry	compound	Rv3671c protease	Mtb BioA inh	UGM FP inh	MazEF act	GDH-TPI counter
31	Cc1nnc2c(NC(C)C)nc3ccccc3n12	10	0.0	-2.9	11	-4
32	CC1(C(=O)NS(=O)(=O)Cc2cccc(Cl)c2)CCN1C(=O)Cc1cccs1 (stereo not drawn)	.	-0.3	.	.	1
33	COc1ccc(OCc2nc3ccc(S(=O)(=O)Nc4ccccc4Cl)cc3[nH]2)cc1	0	.	-1.0	-9	-1
34	CCc1ccc(S(=O)(=O)Nc2nnc(N)s2)cc1	-1	-0.1	-0.3	9	5
35	O=C(CSCC(=O)Nc1ccc2ccccc2c1)NCc1ccccc1	-8	1.8	2.0	4	-6
36	COc1ccc(CN2CCNC(=O)C2CC(=O)NCc2csc(C(C)C)n2)c(OC)c1 (stereo not drawn)	6	.	0.1	-11	.
37	CCOC(=O)C1[C@H]2C(=O)N(CCCOC)C[C@]23C=C[C@H]1O3 (stereo partly drawn)	10	-1.6	0.2	12	-1
38	Cc1cccc(OCCNc2ncccc2[N+](=O)[O-])c1	.	1.6	.	2	7
39	C[C@]12c3[nH]c4ccc(Cl)cc4c3CCN1C(=O)[C@@H](CC(=O)NCc1ccco1)C[C@@H]2C(=O)N1CCOCC1	.	6.3	.	4	-2
40	O=C(Nc1ccc(F)cc1)c1cccnc1Oc1ccccc1	4	1.8	0.8	12	-2
41	COc1cccc(C(C)NC(=O)c2c(F)cccc2Cl)c1 (stereo not drawn)	8	.	1.0	4	3
42	O=C1CCN(C(=O)CSc2ccc(Cl)cc2)N1	-5	.	1.0	3	-2
43	C=C(Cl)COC(=O)C1C2C=CC(C2)C1C(=O)O (stereo not drawn)	-5	-0.6	-0.3	1	-7
44	Cc1ccc(C(=O)OCC(=O)NC2CCCC2)cc1C	1	-2.3	-1.4	-7	2
45	CCc1nc2ccc(C(=O)N3CCN(C(=O)c4ccco4)CC3)cn2c1N(C)C(=O)C1CCCCC1	.	-0.8	.	.	-6

entry	FadD28 FP inh	CCHF vOTU inh	VHR inh abs	BoNT F protease	FBA Mtb inh
31	-1.2	2	8	5	1
32	-1.9	17	.	-2	-1
33	-4.5	6	0	-11	-1
34	-0.9	4	-16	?	-1
35	-4.9	-4	19	-7	-10
36	.	12	11	.	.
37	-0.8	2	19	4	0
38	-0.2	-1	.	-3	1
39	-2.5	4	.	1	-1
40	-2.3	-13	10	?	0
41	-0.4	-9	-2	-7	6
42	0.4	0	-12	2	1
43	-4.9	8	-1	?	0
44	-2.7	-18	.	?	2
45	-5.6	22	.	0	-2

# An excerpt of these results, with two lines to a compound.
# Every second line gives: Rv3671c protease	Mtb BioA inh	UGM FP inh	MazEF act	GDH-TPI counter	FadD28 FP inh	CCHF vOTU inh	VHR inh abs	BoNT F protease	FBA Mtb inh
10. COc1cc(C(=O)Nc2ccccc2N2CCCCC2)cc(OC)c1OC
    -13	0.9	0.2	12	7	0.2	5	26	-15	2
11. CC(C)[C@@H](C(=O)NCC1CCC(C(=O)O)CC1)n1nnc2ccccc2c1=O (stereo partly drawn)
    -1	1.0	-1.0	-1	10	1.8	-6	30	-2	3
12. C#CCOCCOCCOCCNc1nc(N2CCN(C(=O)[C@H](CC(N)=O)n3cc([C@@H](N)C(C)C)nn3)CC2)nc(N2CCN(C(=O)[C@H](CC(N)=O)n3cc([C@@H](N)C(C)C)nn3)CC2)n1
    2	0.6	-0.7	9	-4	0.6	-6	.	-7	1
13. CCOc1ccccc1C(=O)Nc1cccc(-c2nnc(-c3ccccc3)o2)c1
    3	3.0	-1.6	-7	-4	-1.0	-6	21	9	1
14. Cc1c(NC(=O)c2cccnc2Cl)c(=O)n(-c2ccccc2)n1C
    -3	1.0	-1.2	0	4	1.0	.	0	-3	-1
15. C/C=C/c1ccc(OCCn2cncn2)c(OC)c1
    0	-0.7	2.1	7	-1	-2.9	5	-18	-16	3

# Other results
entry	compound	Rv3671c protease	Mtb BioA inh	UGM FP inh	MazEF act	GDH-TPI counter
46	Clc1ccc(OCCCCSc2ncccn2)cc1	-9	.	0.0	-4	-6
47	C=C1CCN([C@@H](CC(C)C)C(=O)NCc2ccc(Cl)c(Cl)c2)S(=O)(=O)c2ccccc21	-21	7.1	1.2	5	-3
48	Cc1nc2ccc(C(=O)N3CCSCC3)cc2s1	-2	-0.2	0.7	1	-7
49	CC(C)c1ccc2c(c1)c(SC(C)(C)C)c(CC(C)(C)C(=O)O)n2Cc1ccc(Cl)cc1	8&-9	5.3	0.5&1.1	-21	9
50	Cc1c(NC(=O)NCc2ccccc2)c(=O)n(-c2ccccc2)n1C	1	2.0	2.0	-1	-4
51	CN1C(=O)C(C)(C2=CCCCC2)C(=O)NC1=S (stereo not drawn)	.	.	.	3	12
52	Cc1cc(Cl)ccc1OCC(=O)N1CC(C)CC(C)C1 (stereo not drawn)	2	0.9	-1.2	3	3
53	O=C(NC(=S)NC1CCS(=O)(=O)C1)c1cccs1 (stereo not drawn)	-4	.	1.7	-3	-5
54	CSc1ccccc1OCc1cc(C(=O)N2CCN(c3ccccc3)CC2C)no1 (stereo not drawn)	-3	0.4	0.4	-9	3
55	COc1ccc(CCC(=O)NC(C)c2ccccc2)cc1OC (stereo not drawn)	-12	-1.6	1.9	4	7

entry	FadD28 FP inh	CCHF vOTU inh	VHR inh abs	BoNT F protease	FBA Mtb inh
46	-2.3	1	2	5	2
47	-1.3	7	.	-9	-1
48	-2.2	-1	-1	?	-9
49	-2.6	-5	-2	0	-3
50	0.9	1	-3	2	1
51	-5.0	3	.	-3	-3
52	-2.7	2	-6	-16	0
53	-5.0	6	-10	2	-2
54	-3.1	13	37	2	-2
55	0.0	2	57*	-3	7
